Nrf2 inh: inhibitors of Nrf2 signaling; A549 ARE-Fluc reporter, luciferase luminescence, 18-24 h; Potency, µM (titrated, usually from 46 µM), for the others: at the highest dose activity change, negative = inhibition, most hits filed as inhibitors; 2.1% of 360,000 active; also: potency is read from the fitted curve at half-maximal effect; % is scaled to controls: 0 for no effect and ±100 for the full control effect; nearly all actives have a fitted effect of over 60% in size
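Quantitative HTS in A549 cells stably bearing an antioxidant response element-firefly luciferase construct. Inhibition of Nrf2-driven transcription was scored by luminescence after 18-24 h of compound exposure at 37 °C.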
TGFb SMAD3 inh: TGF-b pathway inhibition | 1.2% of 410,000 active | HepG2 CAGA-GFP TGF-b/SMAD3 reporter, GFP fluorescence, 18 h; TGF-beta stimulated, 500 pg/mL final | Potency, µM (series often up to 46.1 µM), for inactives: at the highest dose activity, negative = inhibition, most hits filed as inhibitors | AID 588855; also: potency is read from the fitted curve at half-maximal effect; % is scaled to controls: 0 for no effect and ±100 for the full control effect; nearly all actives have a fitted effect of over 65% in size
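Read-out: total well GFP (ex488/em500-530) summed from mean per-cell fluorescence. Cells: HEPG2 CAGA-GFP, 1% FBS DMEM, 18 h at 37 degrees C with 500 pg/mL final TGF-beta. Unstimulated wells served as the full-inhibition control; stimulated DMSO wells = 0%.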
S2 tox: viability counter-screen for ATXN expression inhibitors; Potency, µM (series often up to 56.7 µM), usual class: cytotoxic; S2 cells (HEK-293 line with an ATXN2-luciferase reporter) viability, CellTiter-Fluor protease fluorescence, 24 h; 0.49% of 400,000 active; also: potency is read from the fitted curve at half-maximal effect; nearly all actives have a fitted effect of over 40% in size
MCF10A rereplic: induces DNA re-replication in MCF 10a normal breast cells. MCF 10A DNA re-replication, Hoechst nuclear intensity, 48 h. Potency, µM (highest dose often 46.1 µM), inactives show top-dose activity, positive = re-replication, actives largely listed as activators. 2.9% of 350,000 active. AID 624296; also: potency is read from the fitted curve at half-maximal effect; % of control where 0% means no effect; nearly all actives have a fitted effect of over 50% in size
HepG2 tox: HepG2 cytotoxicity, counter-screen for TGF-b inhibitors; HepG2 CAGA-GFP viability, ATP luminescence, 18 h; Potency, µM (doses to about 46.1 µM), without a hit: top-dose activity change, negative = cytotoxicity, actives largely listed as cytotoxic; 0.76% of 410,000 active; also: potency is read from the fitted curve at half-maximal effect; some results filed as inactive show a strong effect at the top dose
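HepG2 CAGA-GFP cells (1000/well, DMEM with 1% FBS) received compound, then TGF-beta at 500 pg/mL final, and were incubated 18 hours at 37 degrees C. Viability was read by CellTiter-Glo luminescence. Media-only wells were set as complete cell-killing and DMSO as no toxicity.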
ATXN2 expr inh: inhibitors of ATXN2 expression | HEK-293 ATXN2-luciferase reporter, luminescence, 24 h | Potency, µM (top dose mostly 57 µM), without a hit: at the highest dose activity change, negative = inhibition, usual class: inhibitors | 0.72% of 360,000 active | AID 1745845; also: potency is read from the fitted curve at half-maximal effect; % is scaled to controls: 0 for no effect and ±100 for the full control effect; nearly all actives have a fitted effect of over 55% in size
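ATXN2-luciferase reporter cells (luciferase flanked by upstream and downstream ATXN2 gene portions) were treated 24 h at 37 °C with compounds at up to 57 uM. SteadyGlo luminescence gave expression; GF-AFC fluorescence gave viability.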
A549 viability: counter-screen for Nrf2 inhibitors: cytotoxicity in A549 cells. A549 ARE-Fluc cells, CellTiter-Fluor viability, 18-24 h. Potency, µM (series often up to 46 µM), inactives show at the top dose activity change, negative = cytotoxicity, most hits filed as inhibitors. 0.16% of 390,000 active; also: potency is read from the fitted curve at half-maximal effect; % is scaled to controls: 0 for no effect and ±100 for the full control effect
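A549 ARE-Fluc cells in 5% FBS OPTI-MEM, 5000 cells/well, rested 2 h then exposed to compounds in concentration-response for 18-24 h at 37 °C. Viability by CellTiter-Fluor fluorescence (Ex 405/Em 525) after 30 min; luciferase luminescence (BugLite, 15 min, RT) read afterwards.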
Nrf2 activator: Nrf2 pathway activation. AREc32 ARE-luciferase reporter (MCF7-derived line), luminescence, 24 h. Potency, µM (titrated, usually from 46.1 µM), for inactives: top-dose activation, most hits filed as activators. 0.31% of 410,000 active. AID 624171; also: potency is read from the fitted curve at half-maximal effect; % of control where 0% means no effect; nearly all actives have a fitted effect of over 65% in size
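AREc32_Fluc, 1000 cells/well, OPTI-MEM + 5% FBS, o/n 37 deg C 5% CO2; 23 nL cpd by pin tool, 24 hr; Steady-Glo 30 min RT, luminescence.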
IL-1B inflam inh: inhibitors of inflammasome signaling (IL-1 beta secretion); THP-1 LPS/ATP IL-1B secretion, AlphaLISA, 16 h; active compounds read low; activity change, % at 57.5 µM; 4.7% of 360,000 active; in the data active = activity change below about -50%; inconclusive = mostly about -30% to -49%; also: % is scaled to controls: 0 for no effect and ±100 for the full control effect
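THP-1 cells pretreated 1 hr with compounds (up to 57.5 uM final), then stimulated with LPS (250 ng/mL final) plus ATP (1.25 mM final); secreted IL-1B measured by AlphaLISA after 16 hr, decreased signal indicating inhibition.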
An asterisk follows results filed as active; i = inactive; ? = inconclusive; / = not tested or not shown; & = joins results of further samples; [ ] = another dose, or the depositor's remark. Unless noted, calls follow the shape of the dose curve; as a rule, active = well fitted curve in the direction sought with a large enough effect; inconclusive = small, poorly fitted or top-dose-only effect, or another doubt; inactive = no such curve, though single readings can be large; an effect the other way counts as inactive or inconclusive.

The opening 2 records, ahead of the listing:
SMILES | Nrf2 inh | TGFb SMAD3 inh | S2 tox | MCF10A rereplic | HepG2 tox | ATXN2 expr inh | A549 viability | Nrf2 activator | IL-1B inflam inh
COc1cc(OC)c(-c2nn3c(-c4n[nH]c5c4CCC5)nnc3s2)cc1OC | 1%&0% | 25%&-5% | / | / | 10%&1% | / | 0%&-2% | / | /
COc1ccc(NC(=S)N(CCCN2CCCC2)Cc2cccs2)cc1 | 14% | 7% | i | 16% | -5% | 12% | -16% | -0.5% | -15

All compounds of this part, previewed entries included:
SMILES | Nrf2 inh | TGFb SMAD3 inh | S2 tox | MCF10A rereplic | HepG2 tox | ATXN2 expr inh | A549 viability | Nrf2 activator | IL-1B inflam inh
COc1cc(OC)c(-c2nn3c(-c4n[nH]c5c4CCC5)nnc3s2)cc1OC | 1%&0% | 25%&-5% | / | / | 10%&1% | / | 0%&-2% | / | /
COc1ccc(NC(=S)N(CCCN2CCCC2)Cc2cccs2)cc1 | 14% | 7% | i | 16% | -5% | 12% | -16% | -0.5% | -15
Cc1ccc(-n2ncc3c(=O)n(CC(=O)N4CCN(C(=O)c5ccco5)CC4)cnc32)cc1 | 5% | -6% | ? | 0% | -12% | -18% | -2% | 0.1% | -1
CC(=O)Nc1ccc(SCC(c2ccccc2)N2CCN(C)CCC2=O)cc1 (stereo unspecified) | ? | -3% | / | / | 5% | / | -2% | / | /
CN1C(C(=O)NCc2cccc(Br)c2)CC2Cn3c(nc4cc(Cl)c(Cl)cc43)C21 (stereo unspecified) | 4% | -10% | i | 0% | -22% | 8% | -2% | 0.2% | -8
CN(CCC1CCOCC1)C(=O)C1CCC(=O)N(CCc2ccc(Cl)cc2)C1 (stereo unspecified) | -5% | 3% | i | ? | 5% | 3% | 4% | -0.8% | 16
COc1ccc(C(=O)C(C)N(C(=O)c2ccc(Cl)cc2Cl)N2C(=O)C3C4C=CC(C4)C3C2=O)cc1 (stereo unspecified) | ? | -4% | i | -5% | -7% | 0% | -10%[1.84 µM] | -0.6% | -12
COc1ccc(C(=O)N(Cc2ccccc2)c2cccc(C)c2)c(OC)c1OC | -13% | 16% | i | 17% | -16% | -5% | 4% | -0.3% | -10
Clc1ccccc1-c1ncnc2ccc(Br)cc12 | 1% | -1% | i | -3% | -4% | -7% | -1% | 2.9% | 29
Cc1cc(O)c(C=O)c2c1C(=O)Oc1c(CO)c(O)c3c(c1O2)C(O)OC3=O (stereo unspecified) | 17% | ? | ? | -3% | 21% | -1% | ? | -0.8% | 19
CC(=O)N1CCOc2ccc(S(=O)(=O)NC[C@H]3O[C@@H](n4ccc(=O)[nH]c4=O)[C@H](O)[C@@H]3O)cc21 | 6% | 6% | i | -1% | 1% | -6% | 5% | 0.2% | 32
COc1ccccc1C(=O)Nc1cccc(OCc2cc(=O)n3c4c(sc3n2)CCCC4)c1 | 5% | 10% | i | / | -3% | 10% | -1% | 2.0% | /
Cc1cc(SCC(=O)c2cccc([N+](=O)[O-])c2)nc(=O)[nH]1 | 17% | -4% | i | ? | -4% | / | -2% | 15% | -8
COc1ccc(NC(=O)C2CCN(C(=O)NCc3ccccc3)CC2)cc1 | 11% | 4% | i | 0% | -19% | 8% | / | -0.7% | -2
Cc1cc(C(=O)CN(Cc2ccc(F)cc2)S(=O)(=O)c2ccc3c(c2)OCCO3)c(C)n1C | -18% | 0% | / | 5% | -18% | / | -6% | 0.2% | ?
O=C(C[N+]1(CC#Cc2ccccc2)CCCCC1)c1ccccc1 | 4% | 11% | i | -9% | -2% | 1% | 8% | 3.3% | -21
Cc1ccc(OCC(=O)Nc2ccc3c(c2)nc(CCN2CCN(C)CC2)n3C)cc1 | 13% | -2% | i | 16% | -7% | / | 10% | 5.8% | 23
CCc1ccc(NC(=O)C(C)OC(=O)Cc2cc(OC)c(OC)c(OC)c2)cc1 (stereo unspecified) | 3% | 3% | i | 5% | -4% | 2% | 1% | 0.4% | -6
CCOc1ccccc1-c1ccc2nccn2c1 | / | -5% | i | / | -6% | 11% | / | 0.0% | 36
O=c1cc(O)c2sc3nc4c(c(C(F)(F)F)c3c2[nH]1)CCCCC4 | -10% | ? | i | 27% | -18% | 21% | -24% | -0.5% | 19
COc1cc(C(C(=O)NC2CCCC2)N(C(=O)c2ccco2)c2ccccc2C(C)=O)cc(OC)c1OC (stereo unspecified) | 15% | -6% | i | ? | 6% | 4% | 3% | -0.2% | -1
CCOc1ccc(C(O)c2nccn2Cc2ccccc2)cc1 (stereo unspecified) | -1% | 5% | i | 2% | -9% | 5% | 0% | 0.8% | -9
CCc1ccccc1NC(=O)C1NC(=O)CC1c1ccccc1 (stereo unspecified) | -5% | -11% | i | -5% | -8% | 2% | -2% | 0.1% | -3
Cc1ccc2c(c1)C1CN(C)CCC1N2C(=O)c1ccccc1NS(=O)(=O)c1ccc(F)cc1 (stereo unspecified) | -11% | -19% | i | 1% | -16% | 3% | -1% | 0.1% | -1
CCOC(=O)N1CCN(C(=O)c2cc(S(=O)(=O)N3CCCC3)cn2C)CC1 | -20% | -21% | ? | 2% | 1% | -4% | 0% | -0.3% | 2
CC(C)(C)C(=O)NC1CCN(S(=O)(=O)c2ccccc2F)CC1 | 12% | -3% | i | 4% | -30% | 4% | 3% | -0.4% | 9
CC(C)CN(CC(C)C)C(=O)C12CCC(C)(C(=O)C1)C2(C)C (stereo unspecified) | 7% | -1% | i | 6% | -1% | -3% | 0% | 0.4% | 9
CN1CCN(c2oc(-c3ccco3)nc2S(=O)(=O)c2ccccc2)CC1 | / | 3% | i | -2% | -8% | -21% | -6% | 0.8% | -7
COc1cc(CN(C(=O)COc2ccc(F)cc2)c2ccccn2)cc(OC)c1OC | -8% | ? | i | / | -6% | -2% | -1% | 0.6% | /
CCOc1ccc(-c2cccc(NS(=O)(=O)c3cc([N+](=O)[O-])ccc3C)c2)nn1 | ? | -2% | i | 0% | -15% | 4% | 2% | -0.7% | 16
N#Cc1c(C(F)(F)F)cc(-c2cccs2)nc1SCC(=O)Nc1cccc(Br)c1 | -22% | 5% | / | / | -14% | / | -1% | 0.5% | /
CC1Cc2ccccc2N1CC(=O)Nc1ccc(Cl)c(S(=O)(=O)N(C)C)c1 (stereo unspecified) | 2% | ? | i | 1% | -1% | 23% | 1% | -0.6% | 32
COC(=O)C1=CN(Cc2ccc(OC)cc2)C=C(C(=O)OC)C1c1ccc(O)c(OC)c1 | 10% | -22% | i | ? | -27% | -28% | 10% | 0.4% | 2
COc1ccc(C(=O)CCc2ccccc2O)c(OC)c1 | ? | -13% | i | 4% | -13% | 77%[activator] | 1% | ? | 34
Cc1cc(Br)c(NC(=O)CSc2n[nH]c(N)n2)c(Br)c1 | -1% | 5% | i | -2% | -4% | 5% | 2% | -0.6% | 0
CC(C)OC(=O)CSc1nnc(-c2ccco2)n1N | 16% | -13% | i | -5% | -17% | 10% | 0% | -0.2% | 0
CN(C)c1ccnc(N(Cc2ccccc2)Cc2ccccc2)c1C#N | 18% | ? | i | 6% | -11% | 43%[activator] | 1% | 3.9% | -21
Cc1ccc(C(=O)NCCN2CCNC2=O)cc1 | 14% | -2% | i | 7% | 17% | 23% | 2% | 0.8% | /
Cc1cccc(C(=O)NNc2ncnc3c2cnn3-c2ccc(C)c(Cl)c2)c1 | / | 29% | i | / | 9% | 21% | 10% | 0.3% | /
CC1(C)Cc2ccccc2C2=NNC(=O)C2=N1 | -4% | 3.2µM* | ? | ? | -89% | ? | -3% | ? | -100*
COc1cc(CN2CC(C)OC(C)C2)cc(OC)c1 (stereo unspecified) | 1% | 1% | i | -4% | -2% | -1% | 2% | 1.5% | -1
Cc1cc2c(c(SCC(=O)Nc3ccc(C)c(C)c3)n1)C(=O)OC2 | 1% | 9% | i | 3% | -4% | -11% | -5% | 0.3% | 26
O=C(CSc1nnc2c(Cl)cc(C(F)(F)F)cn12)NCc1ccc(F)cc1 | -5% | 3% | i | -48%[inhibitor] | 0% | 1% | 3% | -0.5% | 6
COc1ccc(NC(=O)Nc2cccc([N+](=O)[O-])c2)cc1Cl | ? | ? | ? | ? | -42% | -29% | -7% | 5.7% | -84*
Cn1ccc(NC(=O)c2ccc([N+](=O)[O-])cc2)n1 | -3% | -3% | ? | 6% | -5% | / | 5% | 0.4% | -15
COc1ccc(C(=O)/C=C/c2ccc(O)cc2)c(O)c1CC=C(C)C | 2% | ? | / | 23µM* | -82% | ? | -23% | 24% | -72*
CC1=C/C(=N\N=C2\NC(=O)C(CC(=O)Nc3ccccc3F)S2)CC(C)(C)C1 (stereo unspecified) | ? | -14% | i | -5% | -8% | -8%[11.3 µM] | -13% | 3.4% | 21
CC(C)COC(=O)/C(C#N)=C/c1cn(Cc2ccccc2)c2ccccc12 | 6% | 1% | i | ? | -22% | -10% | 2% | 0.8% | 9

Structural class, the compounds so far containing a thiophene ring, fused or not.
SMILES | Nrf2 inh | TGFb SMAD3 inh | S2 tox | MCF10A rereplic | HepG2 tox | ATXN2 expr inh | A549 viability | Nrf2 activator | IL-1B inflam inh
COc1ccc(NC(=S)N(CCCN2CCCC2)Cc2cccs2)cc1 | 14% | 7% | i | 16% | -5% | 12% | -16% | -0.5% | -15
O=c1cc(O)c2sc3nc4c(c(C(F)(F)F)c3c2[nH]1)CCCCC4 | -10% | ? | i | 27% | -18% | 21% | -24% | -0.5% | 19
N#Cc1c(C(F)(F)F)cc(-c2cccs2)nc1SCC(=O)Nc1cccc(Br)c1 | -22% | 5% | / | / | -14% | / | -1% | 0.5% | /

Bioassay records deposited in PubChem by National Center for Advancing Translational Sciences (NCATS).
